From PubChem
CatB inh – human cathepsin B inhibitors, primary screen, biochemical, fluorogenic substrate; P07858; purified cathepsin B, fluorescence; inhibition, %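 (tested at 10 µM)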; 63,000 compounds, 0.1% hits; in the data active = inhibition above about 21%;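 note: 0% = enzyme with no compound and 100% = no enzyme blank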
C1s block – complement C1s protease inhibitors, primary screen, biochemical, 10-compound mixtures. purified C1s, fluorogenic AMC substrate, pooled mixtures. mean inhibition % of two 10-compound mixtures (hits give high values), % at 5 µM (by protocol). 62,000 compounds, 0.16% hits;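 active = inhibition above 20% in each of the two 10-compound mixture wells holding the compound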;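 note: 0% = enzyme wells lacking compound mixture and 100% = no-enzyme blank wells; some compounds called inactive have numbers as strong as hits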
FXIIa mix inh – human factor XIIa inhibitors, primary screen, biochemical, pooled compound mixtures, fluorogenic substrate; purified FXIIa; inhibition, % at 5 µM; 62,000 compounds, 0.2% hits;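 note: 0% = enzyme without compound and 100% = no enzyme blank; some results filed as inactive read as strong as hits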
Target sequence (P00748 20-372 limits assumed): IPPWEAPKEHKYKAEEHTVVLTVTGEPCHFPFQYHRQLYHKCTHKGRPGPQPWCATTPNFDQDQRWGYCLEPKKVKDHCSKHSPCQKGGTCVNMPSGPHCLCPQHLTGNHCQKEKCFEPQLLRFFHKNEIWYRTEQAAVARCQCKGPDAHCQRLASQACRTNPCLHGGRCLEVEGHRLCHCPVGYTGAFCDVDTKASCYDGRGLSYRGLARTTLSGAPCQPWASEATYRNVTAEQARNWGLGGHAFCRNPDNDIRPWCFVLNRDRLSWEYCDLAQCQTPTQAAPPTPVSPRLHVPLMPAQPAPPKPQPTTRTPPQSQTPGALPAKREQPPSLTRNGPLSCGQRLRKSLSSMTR
Target sequence (P00748 373-615 limits assumed): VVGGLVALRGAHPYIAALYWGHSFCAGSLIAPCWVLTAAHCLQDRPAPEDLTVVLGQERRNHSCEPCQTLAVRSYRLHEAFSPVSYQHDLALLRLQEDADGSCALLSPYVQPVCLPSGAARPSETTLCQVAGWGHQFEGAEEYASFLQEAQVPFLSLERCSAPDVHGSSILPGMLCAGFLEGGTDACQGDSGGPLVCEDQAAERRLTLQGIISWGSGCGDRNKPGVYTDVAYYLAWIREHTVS
Abs 340nm – compound light absorbance at 340 nm, profiling panel, artefact control, biochemical, MLSMR library, data from PS, PMK, MK assays | compound absorbance at 340 nm, fold over control | fold change at 10 µM | 65,000 tested, under 10 active;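 active = at 10 µM dose, initial 340 nm absorbance at least 2 fold that of control wells; inactive = change under 2 fold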;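 note: initial absorbance extrapolated from kinetic A340 decline of NADH oxidation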
CatS block – inhibitors of human cathepsin S, biochemical, compound mixtures | P25774 | recombinant cathepsin S, AMC dipeptide fluorescence, pooled mixtures | inhibition, %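 (tested at 5 µM per compound within 10-compound mixtures)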 | 62,000 compounds, 0.06% hits; in the data active = inhibition above about 32%, passing the limit was not always enough;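 note: 0% = enzyme without compound and 100% = blank without enzyme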
Target sequence (P25774 115-331 limits assumed): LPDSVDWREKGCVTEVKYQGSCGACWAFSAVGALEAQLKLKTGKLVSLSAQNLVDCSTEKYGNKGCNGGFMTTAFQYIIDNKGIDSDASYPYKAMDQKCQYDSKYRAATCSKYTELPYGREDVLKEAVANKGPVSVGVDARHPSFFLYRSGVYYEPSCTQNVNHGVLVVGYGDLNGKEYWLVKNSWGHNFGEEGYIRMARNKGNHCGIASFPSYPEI
CatG inh – human cathepsin G inhibitors, primary screen, biochemical, pooled compound mixtures, AMC fluorescence. P08311. purified enzyme, AMC-tetrapeptide fluorescence. inhibition, % at 5 µM (by protocol). 62,000 compounds, 0.2% hits. AID 581, 2007;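 active = inhibition above 20% in each of the two mixture wells holding the compound; inactive = inhibition of 20% or less in either well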;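 note: 0% = enzyme control without mixture and 100% = blank lacking enzyme; strong numbers were not always called active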
CatL inh – inhibitors of human cathepsin L, biochemical | 58,000 compounds, 0.17% hits | purified cathepsin L, fluorogenic substrate, fluorescence | AID 460, 2006 | Procathepsin L (Homo sapiens), P07711 | inhibition, %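 (tested at 10 µM)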; in the data active = inhibition above about 45%;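 note: 0% = enzyme with no compound and 100% = no enzyme blank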
Target sequence (P07711 114-288 limits assumed): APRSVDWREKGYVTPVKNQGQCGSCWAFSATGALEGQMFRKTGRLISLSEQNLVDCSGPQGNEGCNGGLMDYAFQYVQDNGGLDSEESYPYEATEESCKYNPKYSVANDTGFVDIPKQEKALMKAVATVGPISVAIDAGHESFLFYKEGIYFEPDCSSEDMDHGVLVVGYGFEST
Target sequence (P07711 292-333 limits assumed): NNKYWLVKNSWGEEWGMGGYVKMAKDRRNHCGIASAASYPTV
FXIa mix inh – FXIa protease inhibitors in compound pools, primary screen, biochemical, 10-compound mixtures; purified FXIa, fluorogenic substrate, pooled mixtures; inhibition, % at 5 µM; 62,000 compounds, 0.19% hits; AID 680, 2007;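 note: each value is inhibition by a whole ten-compound pool holding the compound; 0% = enzyme with no mixture and 100% = wells lacking enzyme; strong numbers were not always called active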
CatB mixtures – cathepsin B inhibitors from pooled compounds, primary screen, biochemical, compound mixtures, AMC fluorescence | P07858 | Purified cathepsin B, AMC dipeptide fluorescence | inhibition, %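 (ten-compound pools at 5 µM per compound and 50 µM total)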 | 62,000 compounds, 0.06% hits | AID 488, 2006; in the data active = inhibition above about 22%, passing the limit was not always enough;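 note: 0% = enzyme without compound and 100% = no enzyme blank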
* hit, by the source's call; nt = no result given. Cut-off read from the data, not from the text of the source, unless noted: active = inhibition above about 20% (passing the limit was not always enough); inactive = the rest. Only part of the results is shown. The share of hits here may be higher or lower than overall.

cpd	SMILES	CatB inh	C1s block	FXIIa mix inh	Abs 340nm	CatS block	CatG inh	CatL inh	FXIa mix inh	CatB mixtures
1	Cc1noc(/C=C/c2ccco2)c1S(=O)(=O)N1CCC(C(=O)NCc2ccco2)CC1	2	12	6	1.1	-3	9	-5	5	4
2	CCNC(=O)COC(=O)COc1ccc(Cl)cc1C	0	0	6	1	-5	3	20	-1	-1
3	CCOC(=O)c1cccc(NC(=O)CSc2nnnn2C)c1	-3	3	0	0.96	2	2	1	5	0
4	COC(=O)c1ccc(CSc2ncnc3ccccc23)o1	1	1	20	1.1	-7	7	nt	1	3
5	COc1ccccc1OCc1nc(C#N)c(N2CCC(C(N)=O)CC2)o1	-4	-1	-9	1	-6	-1	-14	7	3
6	CCOC(=O)CC(=O)CSc1nc(-c2cccnc2)cc(C)c1C#N	5	-121	7	1	-22	-14	-5	-19	-4
7	Oc1c(CN2CCOCC2)cc(COCc2ccccc2)c2cccnc12	3	17	-20	1	15	11	nt	3	5
8	CCN1CCN(C(=O)Cn2c(=O)sc3ccccc32)CC1	4	15	2	1	1	6	5	7	4
9	O=C(c1ccc(NS(=O)(=O)c2ccccc2)cc1)N1CCCC1	2	5	4	1.1	-5	9	-3	2	-6
10	COc1ccc(C(=O)Nc2nnc(C(F)(F)F)s2)cc1	1	17	4	1.1	10	-11	13	2	1
11	Cc1csc(NC(=O)C2CCCN(S(=O)(=O)c3cnc[nH]3)C2)n1 (stereo not given)	8	3	-15	1	-1	8	nt	-1	3
12	CCCS(=O)(=O)N1CCC(C(=O)NCc2ccccc2Cl)CC1	0	4	10	0.99	-2	1	-1	3	1
13	Cc1ccc(CC(NC(=O)c2ccccc2)C(=O)N2CCCC2C(=O)O)cc1 (stereo not given)	4	2	3	1.1	2	7	17	-1	0
14	O=C(C1CCN(S(=O)(=O)c2cnc[nH]2)CC1)N1CCN(Cc2ccc3c(c2)OCO3)CC1	5	15	12	0.97	4	9	13	2	-1
15	Clc1cccc(-c2nnc(-c3ccccc3)o2)c1	-3	4	6	1	-10	6	-8	7	-2
16	COc1ccc(NC(=O)C2CCCN(C(=O)NC3CCCCC3)C2)cc1OC (stereo not given)	5	-11	6	0.99	9	4	6	-4	-1
17	N#Cc1cnn(Cc2ccc(Cl)cc2)c1N	-1	1	-19	1	0	9	22	0	-6
18	COc1ccc(C)cc1N(C(=O)CNC(=O)c1ccco1)C(C(=O)NC1CCCC1)c1cccnc1 (stereo not given)	-2	2	3	1	13	6	-1	13	0
19	COc1ccc(-c2cc(C(F)F)n3ncc(C(=O)NCC4CCCO4)c3n2)cc1 (stereo not given)	3	-19	6	1	-9	8	-29	-7	2
20	C[N+](C)(C)C/C=C1/COCO1	-5	-8	-1	0.99	-5	-2	-6	8	3
21	Cc1nn(CC(=O)Nc2ccc3c(c2)nc(CN2CCCCC2)n3C)c(=O)c2ccccc12	2	0	12	1	0	3	-1	8	0
22	c1ccc(CSCc2cn3ccsc3n2)cc1	4	14	-1	0.98	7	7	10	3	4
23	CC(C)(C)OC(=O)N1CCCC1C(=O)O (stereo not given)	0	2	3	1.1	-1	10	-6	-1	-8
24	CCOC(=O)C(C)c1nn(C)c(=O)c2ccccc12 (stereo not given)	4	-10	-1	1	0	-1	9	6	1
25	CCOC(=O)Cc1nnc2c(Nc3ccc(C)cc3)nc3nonc3n12	2	0	11	1	8	7	-1	7	1
26	CCc1ccccc1NC(=O)CSC1=C(C#N)C(c2ccc(O)c(OC)c2)C2=C(CCCC2=O)N1 (stereo not given)	3	4	3	1	17	4	8	7	1
27	c1ccc(-n2cnc3cc(NCc4ccncc4)ccc32)cc1	1	0	13	1	10	3	19	20	-1
28	COc1cccc(/C=N/n2c(SC)nnc2-c2ccccc2)c1OC	-1	6	-8	1.1	-17	5	-23	5	3
29	CCOC(=O)/C(C#N)=C(/C)c1ccc(OC)cc1	2	-2	8	1	3	-1	-1	1	4
30	CCCC(=O)c1c(NC)cc(C)oc1=O	nt	7	2	1.1	13	12	9	5	5
31	Cc1ccc(-n2ncc3c(=O)n(CC#N)cnc32)cc1C	3	-21	2	0.96	-5	-11	11	2	-4
32	O=C(Cn1cc2c(n1)CCCCC2)Nc1ccc(F)cc1F	0	1	-5	1	-4	-4	4	3	3
33	CCOc1cc(-c2ccc(N)c(OCC)c2)ccc1N	2	2	4	1	8	4	7	12	-1
34	CCOC(=O)CSc1ccc2nnc(-c3ccccc3)n2n1	4	1	2	1.1	22	9	nt	0	2
35	CCCNS(=O)(=O)c1ccc(CCC(=O)NCc2ccc3c(c2)OCO3)cc1	3	-15	6	1	10	-1	6	6	0
36	CN(C(=O)c1ccncc1)C1CC(C)(C)N(O)C(C)(C)C1	2	-126	-17	1	-9	-20	12	-35	-12
37	CCCCn1nc(NC(=O)c2cccs2)c2cc3cc(OC)ccc3nc21	1	-25	5	1	-4	2	-5	-10	-1
38	Cc1ccc(CSc2nnnn2C)cc1	2	2	8	1	0	0	nt	5	-1
39	CCn1c2c(c3cc(C(=O)O)ccc31)CCCC2=O	-3	1	-4	1.2	5	0	7	13	4
40	COc1ccc(NC(=O)CN2CCN(CC(=O)Nc3ccccc3Cl)CC2)cc1Cl	2	-9	5	1	6	-1	19	8	-3

Reprinted at random: two records from the list
cpd	SMILES	CatB inh	C1s block	FXIIa mix inh	Abs 340nm	CatS block	CatG inh	CatL inh	FXIa mix inh	CatB mixtures
5	COc1ccccc1OCc1nc(C#N)c(N2CCC(C(N)=O)CC2)o1	-4	-1	-9	1	-6	-1	-14	7	3
14	O=C(C1CCN(S(=O)(=O)c2cnc[nH]2)CC1)N1CCN(Cc2ccc3c(c2)OCO3)CC1	5	15	12	0.97	4	9	13	2	-1

The listing continues:
cpd	SMILES	CatB inh	C1s block	FXIIa mix inh	Abs 340nm	CatS block	CatG inh	CatL inh	FXIa mix inh	CatB mixtures
41	O=C(Nc1nncs1)c1cccc(S(=O)(=O)N2CCCC2)c1	0	1	9	1.1	0	-1	16	1	5
42	CS(=O)(=O)N(Cc1ccc(C(=O)NC2CCCCC2O)cc1)c1ccccc1 (stereo not given)	-2	-19	9	1.1	-1	1	10	3	7
43	COc1ccccc1CNC(=O)C1CCN(S(=O)(=O)N2CC(C)CC(C)C2)CC1 (stereo not given)	4	-2	-2	1	14	2	11	11	-1
44	Fc1ccccc1N1CCN(CCCNc2ccc3nncn3n2)CC1	-2	2	1	1.1	9	2	nt	3	-5
45	COc1cccc(NC(=O)n2nc(N)cc2-c2ccc(Cl)cc2)c1	5	6	-1	1	13	-7	19	5	4
46	COc1cc(OC)c(NC2c3ccccc3C(=O)N2c2cc(C)ccn2)cc1Cl (stereo not given)	2	-2	15	1.1	-4	0	nt	9	-3
47	COC(=O)CSc1nnc(Cc2cc(=O)[nH]c(=O)[nH]2)n1-c1cccc(OC)c1	-3	-12	3	1	7	-1	7	10	5
48	Cn1c([N+](=O)[O-])cnc1COC(N)=O	1	13	18	0.98	8	16	-1	5	5
49	Cc1ccc(S(=O)(=O)N2CCN(C(=O)N3CCOCC3)C2C(C)C)cc1 (stereo not given)	0	-23	10	1	5	1	3	-8	-2
50	Cn1c(SCC(=O)Nc2ccc3c(c2)oc2ccccc23)nnc1-c1ccccc1	-2	-6	-6	1	-5	1	-1	6	5
51	CC1Cc2ccccc2N1C(=O)c1cnc2n(c1=O)CCS2 (stereo not given)	4	0	4	1.1	6	0	0	7	0
52	O=C(CN1C2CCC1CC(NC(=O)Nc1ccccc1)C2)NCc1ccco1 (stereo not given)	-3	-9	2	1	0	-1	12	3	3
53	Cc1ccc(S(=O)(=O)N(C)CC(=O)OCc2nnc(-c3ccccc3)o2)cc1	-1	10	2	0.99	-1	10	-16	5	4
54	CC1CCN(C(=O)c2ccc(COc3ccccc3Cl)o2)CC1	3	11	2	0.99	-3	10	-6	7	4
55	CCOC(=O)Nc1cc(C)ccc1OC	3	-16	-20	1.1	1	-2	24	-9	-3
56	O=C(CSc1nc2cc3c(cc2c(=O)n1CCC1=CCCCC1)OCO3)NCc1ccco1	-1	3	-1	1.1	-5	7	3	1	2
57	CCCS(=O)(=O)N1CCCC(C(=O)NCCCOCC)C1 (stereo not given)	3	9	7	0.99	-2	10	3	4	4
58	O=C1c2ccccc2C(=O)N1CC(O)Cn1nnc2ccccc21 (stereo not given)	0	3	0	0.97	3	-6	4	4	2
59	CCn1c(SCC(=O)Nc2nccs2)nnc1-c1ccc(C)cc1	2	-10	-15	1.1	-8	0	4	4	0
60	O=C(CN1C(=O)C2(OCCCO2)c2ccccc21)NCCc1ccccc1	2	-30	13	1	7	4	14	1	3
61	COC(=O)C(C)NC(=O)C12CC3CC(CC(C3)C1)C2 (stereo not given)	3	-26	0	1	-8	-1	11	1	3
62	CC1CCC/C(=C\Nc2ccccc2C(=O)O)C1=O (stereo not given)	-2	11	2	1.2	-10	10	-10	5	2
63	Cc1ccccc1S(=O)(=O)Cc1ccc(C(=O)NCCCN2CCN(C)CC2)o1	2	-18	11	0.99	11	13	27	0	7
64	C=CCn1c(SCC(=O)N2CCOCC2)nc2scc(-c3ccco3)c2c1=O	-2	5	-20	1.1	-3	0	-10	7	3
65	COc1cccc(-n2nnc3c(=O)n(Cc4cccc(C)c4)cnc32)c1	-2	-29	1	1	-3	-5	13	0	-7
66	O=c1c2c3c(sc2nc2sc(CN4CCOCC4)cn12)CCCC3	-3	-11	7	1.1	14	-1	-6	8	6
67	CSc1nnc([C@H](C)NC(=O)OC(C)(C)C)o1	6	-11	3	1	13	-9	0	5	8
68	CCOc1ccc2nc(NC(=O)COC)sc2c1	2	2	-3	1	6	0	nt	9	1
69	CC(C)c1nnc(NC(=O)CCC(=O)Nc2ccc(F)cc2)s1	4	8	6	1.1	-3	5	7	6	0
70	CCN(CC)S(=O)(=O)c1cccc(C(=O)OCc2cc(=O)n3nc(C)sc3n2)c1	5	0	2	1	26	4	22	3	0
71	COc1ccc(-c2nc3n(c(=O)c2C#N)CCCS3)cc1	-3	-6	0	1.1	7	9	-13	7	3
72	O=C(Nc1ccc(S(=O)(=O)N2CCc3ccccc32)cc1)c1ccc2c(c1)OCO2	6	-4	4	1	-3	0	-2	3	4
73	CCN(Cc1ccccc1)C(=O)Cn1cnc2c1c(=O)n(C)c(=O)n2C	-1	-8	2	1	2	3	2	5	0
74	CCOC(=O)Nc1ccc2ncn(C)c(=O)c2c1	-1	-12	30	1	-1	-2	nt	-4	3
75	COc1ccc(S(=O)(=O)Nc2ccccc2C(=O)NC(C)C)cc1OC	5	13	-14	1	-3	9	4	5	1
76	COc1cccc(Nc2c(F)c(OC)c(F)c(F)c2C(=O)O)c1	2	-1	12	1	-2	5	3	0	2
77	CCOC(=O)Nc1cccc(OCC(=O)Nc2ccccc2OC)c1	7	-3	3	1	0	7	7	-3	0
78	COc1ccc(OC)c(S(=O)(=O)N2CCC(C(=O)NCCc3ccc(OC)c(OC)c3)CC2)c1	1	-10	1	1.1	-5	10	9	0	-5
79	CCn1c(CSc2nc(C)cc(C)n2)nnc1SCC(=O)N1CCCc2ccccc21	5	6	8	0.99	14	-1	27	1	3
80	COc1ccc(C2NC3=C(CCC3)C3(C#N)C4(N=C(N)C23C#N)OCCO4)cc1 (stereo not given)	1	-8	10	1	6	5	2	7	1
81	N=c1c2c(-c3ccccc3)c(-c3ccccc3)oc2ncn1CCCN1CCOCC1	3	-20	-5	1.1	-5	9	-12	4	3
82	N=c1ccn(Cc2ccc(Cl)c(Cl)c2)cc1	-3	15	-15	1.1	-4	11	7	7	1
